Screening results (PubChem BioAssay)
TEAD-YAP inh: TEAD-YAP interaction inhibition | HEK-TIYL cells, TEAD-Gal4/YAP UAS-luciferase luminescence | inhibition, % at 9.12 µM | 1.4% of 640,000 active; in the data active = inhibition above about 32%;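 note: 0% = median of test compound wells and 100% = reference inhibitor wells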
GPR151 ag: human GPR151 activation | Q8TDV0 | PathHunter beta-arrestin GPR151 cells, luminescence | activation, % at 11.2 µM | 1% of 650,000 active; in the data active = activation above about 4.9%;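 note: 0% = median of compound wells and 100% = cells with positive control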
Target sequence (Q8TDV0 whole entry, looked up): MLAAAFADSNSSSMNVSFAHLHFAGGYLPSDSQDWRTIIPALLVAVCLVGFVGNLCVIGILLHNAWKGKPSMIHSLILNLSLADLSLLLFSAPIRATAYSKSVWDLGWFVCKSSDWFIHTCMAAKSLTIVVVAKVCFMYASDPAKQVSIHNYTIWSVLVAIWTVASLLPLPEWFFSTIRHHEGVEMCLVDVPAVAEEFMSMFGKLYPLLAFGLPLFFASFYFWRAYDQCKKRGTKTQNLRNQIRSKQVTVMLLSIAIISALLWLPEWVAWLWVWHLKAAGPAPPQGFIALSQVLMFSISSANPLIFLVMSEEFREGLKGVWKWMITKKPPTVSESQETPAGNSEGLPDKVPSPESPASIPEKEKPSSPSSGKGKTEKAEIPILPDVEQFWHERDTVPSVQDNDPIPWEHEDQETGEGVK
FBW7 act: human FBW7 E3 ligase activation, primary screen; 0.13% of 650,000 active; normalized activity (activation), % at 26.1 µM; AlphaScreen FBW7–phospho-cyclin E peptide binding, activator screen; Q969H0; in the data active = normalized activity above about 1.9%;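 note: purified mutant Fbw7 with reduced substrate affinity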
MITF inh: human MITF inhibition, primary screen. 0.91% of 650,000 active. O75030. inhibition, % at 2.6 µM. AlphaScreen MITF homodimerization, bead proximity signal; in the data active = inhibition above about 50%;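 note: 0% = vehicle wells with protein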
Target sequence (O75030 whole entry, looked up): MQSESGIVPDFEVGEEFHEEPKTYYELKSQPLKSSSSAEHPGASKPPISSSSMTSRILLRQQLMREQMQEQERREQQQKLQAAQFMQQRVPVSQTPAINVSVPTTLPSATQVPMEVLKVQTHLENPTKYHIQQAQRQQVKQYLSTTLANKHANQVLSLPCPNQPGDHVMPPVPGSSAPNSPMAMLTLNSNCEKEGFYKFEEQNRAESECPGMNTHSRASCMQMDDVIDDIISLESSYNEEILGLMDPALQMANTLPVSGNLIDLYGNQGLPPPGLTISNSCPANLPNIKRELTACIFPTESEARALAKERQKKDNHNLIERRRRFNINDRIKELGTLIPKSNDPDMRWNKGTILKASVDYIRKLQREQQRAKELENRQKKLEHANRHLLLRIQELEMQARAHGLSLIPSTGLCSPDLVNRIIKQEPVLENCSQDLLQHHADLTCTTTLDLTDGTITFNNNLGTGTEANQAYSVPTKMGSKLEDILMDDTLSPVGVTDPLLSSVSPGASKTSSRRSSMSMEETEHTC
The depositor's hits bear a star.

SMILES	TEAD-YAP inh	GPR151 ag	FBW7 act	MITF inh
CC(=O)Nc1ccc(NC(=O)c2csc(NCCCN3CCCC3=O)n2)cc1	3.3	-1.0	0.0	6.6
O=C(NCCN1CCOCC1)c1csc(Nc2ccc3ncccc3c2)n1	-0.5	-0.2	0.3	17.7
CCOC(=O)C1CCN(C(=S)Nc2cc(C)c(Cl)cc2OC)CC1	-4.2	-2.3	0.3	22.4
COc1cc(C2NCCc3c2[nH]c2ccccc32)cc(OC)c1OC (stereo not given)	4.3	0.3	0.2	12.5
O=C(NCc1nc(-c2ccncc2)n[nH]1)c1ccccc1Oc1ccccc1	-11.4	-0.9	-0.2	45.0
Cc1cc(N2CCN(C(=O)c3ccccc3)CC2)c(F)cc1[N+](=O)[O-]	-3.0	-0.8	0.9	17.6
CC(C)(C)N(Cc1ccccc1)C(=O)COC(=O)c1cccc([N+](=O)[O-])c1	2.8	0.4	0.0	8.9
COc1cc(C2C=C(Nc3ccccc3)C(=O)N2c2ccccc2)ccc1O (stereo not given)	-55.5	-0.4	-0.3	6.8
Cc1ccc(C2(Cc3cccc(C(N)=O)c3)C(=O)Nc3cc(F)ccc32)cc1 (stereo not given)	-6.1	-1.2	-0.1	-6.2
CC(C)(C)C(=O)Nc1c2c(nn1C(C)(C)C)CS(=O)C2 (stereo not given)	6.1	-2.1	0.0	-10.7
Cc1ccc2cc(CN(CCCO)Cc3nnnn3CCc3ccccc3)c(=O)[nH]c2c1C	-3.0	-1.0	-0.2	-9.2
CCC(=O)c1ccccc1OCCN1CCN(CC)CC1	-2.4	2.8	-0.2	68.2*
O=C(Nc1cc(-c2ccccc2)nn1CCO)c1cccc(Cl)c1	-4.0	2.0	0.0	-5.3
CC(=O)Nc1ccc(S(=O)(=O)Nc2ccc(-c3nc4ccccc4o3)cc2)cc1	-21.6	-0.8	1.0	9.0
CCOC(=O)C1=CN(Cc2ccc(Cl)cc2)C=C(C(=O)OCC)C1c1cc(Br)c(OC)c(OCC)c1	0.6	0.0	0.1	4.9
Nc1nc2ccc(S(=O)(=O)c3ccccc3)cc2[nH]1	2.2	-0.3	-0.2	11.6
O=C(COc1ccccc1)N1CCN(c2ccccn2)CC1	7.8	-0.3	0.3	12.3
COc1cccc(N2CC(C(=O)N3CCN(CCn4nc(C)cc4C)CC3)CC2=O)c1 (stereo not given)	5.3	8.1*	0.3	8.9
Cc1cc(Cl)ccc1OCC(=O)N1CCN(c2ccc(O)cc2)CC1	-8.5	0.2	0.8	7.2
O=C1c2cccc3c(N4CCOCC4)ccc(c23)C(=O)N1c1ccccc1	-2.2	0.6	-0.2	9.8
CCN(C(=O)CCc1nc(-c2ccc(OC)cc2)no1)c1cccc(Cl)c1	-7.2	-0.6	0.1	-12.4
Cc1ccc(Cl)cc1NC(=O)CN(Cc1ccccc1)S(=O)(=O)c1ccc(Br)cc1	-1.2	0.2	0.0	-16.9
CCOC(=O)C1=CN(c2ccc(F)cc2)C=C(C(=O)OCC)C1c1cccc(OC)c1	-6.2	-1.2	0.0	-15.3
CCN(C(=O)c1ccc([N+](=O)[O-])o1)c1ccccc1	3.1	3.9	-0.2	6.6
COc1cc(OC)c(NC(=O)CSc2nc3ccccc3n2S(C)(=O)=O)cc1Cl	4.5	-0.8	0.0	1.8
COc1cc(NC(=O)c2cccc(-n3cc(NC(=O)Nc4c(C)cccc4Cl)cn3)c2)cc(OC)c1OC	-6.2	-1.1	0.1	-7.7
CCOc1ccc(-n2c(SCC(=O)N3CCN(c4ccccc4)CC3)nc3c(c2=O)SCC3)cc1	8.9	-0.7	0.5	19.8
Cc1nc2ccccc2c2oc(C(=O)N3CCCCC3C)cc12 (stereo not given)	-33.1	-0.8	0.3	11.2
CC(C)(C)c1ccc(OCC(=O)N/N=C2\CCCC(=O)C2)cc1	18.8	0.4	-0.1	-16.5
CCCCn1c(CNC(=O)c2ccccc2F)nnc1SCC(=O)Nc1sc(C(=O)OCC)c(C)c1C(=O)OCC	-2.7	-0.9	-0.2	-2.0
COc1cc(C(c2sc3ncnn3c2O)N2CCN(c3ccc(F)cc3)CC2)cc(OC)c1OC (stereo not given)	9.5	0.3	0.0	14.0
O=C(Cc1ccc(F)cc1)N1CCC(O)(c2ccccn2)CC1	-4.7	10.7*	0.3	13.8
O=C(NCCCN1CCCC1=O)c1sc2ccccc2c1Cl	-24.1	-0.8	0.7	17.4
COC(=O)c1ccccc1NC(=O)c1cc(Cl)ccc1[N+](=O)[O-]	4.3	-1.6	0.0	-5.0
CC(=O)c1cccc(OCCCCN2CCN(C)CC2)c1	7.5	5.1*	-0.2	55.0*
COc1c(Cl)cc(Cl)cc1C(=O)Nc1ccc(C(C)=O)cc1	-0.8	1.2	0.8	20.6
COc1ccc(NC(=O)c2cc(-c3cccc(C)c3)nc3ccccc23)c(OC)c1	-0.7	0.2	0.2	5.0
CC(=O)c1c(C)[nH]c(C(=O)OCC(=O)Nc2ccc(Cl)c([N+](=O)[O-])c2)c1C	9.6	0.6	0.1	0.0
CCOC(=O)C1CCN(/C=C2/C(=O)NC(=S)N(c3ccc(OCC)cc3)C2=O)CC1	1.7	1.6	0.0	17.5
O=C1N/C(=N\c2ccccn2)SC1Cc1cccc(Cl)c1Cl (stereo not given)	10.7	1.1	0.1	1.3
COC(=O)c1cnc(Nc2ccc(Br)cc2C)c2ccccc12	5.0	0.2	0.6	1.8
c1cc(C(c2nnnn2C2CCCCC2)N2CCN3CCCC3C2)ccn1 (stereo not given)	-63.3	-3.1	-0.5	1.4
O=c1c(CN2CCC[C@H]2CO)cc2ccc(F)cc2n1CCSc1ccccc1	-1.8	-0.9	-0.1	2.2
O=C(NCCC1=CCCCC1)c1ccc2c(=O)n(Cc3ccc4c(c3)OCO4)c(=S)[nH]c2c1	-16.5	0.7	0.0	-3.3
CCCC(N)c1ccc2c(c1)OCCO2 (stereo not given)	7.1	0.0	0.2	-2.0
CCOC(=O)c1ccc(NC(=O)CSc2nc3ccc(Br)cc3c3nc4ccccc4n23)cc1	13.4	0.7	0.1	-21.6
CCN1C(=O)C(O)(CC(=O)c2ccc(OC)cc2)c2ccccc21 (stereo not given)	-2.3	-0.2	0.0	5.3
N#C/C(=C\c1cc(Br)ccc1OCc1ccccc1)c1nn(CCO)c(N)c1C#N	4.6	0.7	0.0	4.4
Cn1nnnc1SCn1nnc2ccccc2c1=O	3.3	0.5	0.1	-6.3
Cc1cc(Br)c2c(c1)c(C1=c3ccccc3=NC1=O)c(O)n2C	6.9	2.6	0.1	14.4
COc1ccccc1NC(=O)N1CCC(NC(=O)OC(C)(C)C)CC1	8.3	-0.2	-0.2	5.4
O=C(CN1C(=O)c2cccc([N+](=O)[O-])c2C1=O)Nc1ccc(Cl)cc1	2.7	-0.2	-0.2	-3.2
CNC(=O)CSc1nnc(C)n1-c1ccccc1	-94.1	0.1	0.0	-0.6
COC(=O)c1ccc(Oc2c(C)oc3cc(O)ccc3c2=O)cc1	0.4	-0.3	0.1	-0.1
O=C(C1=C(O)C(=O)N(Cc2cccnc2)C1c1ccc(Cl)cc1)c1ccco1 (stereo not given)	-5.0	-1.5	-0.1	9.1
Cc1cccc(N(CC(=O)NCc2ccccn2)S(=O)(=O)c2ccccc2)c1C	-3.2	-2.1	-0.1	2.5
Cc1ccc(C2/C(=C(/O)c3ccc(F)cc3)C(=O)C(=O)N2CCCn2ccnc2)cc1 (stereo not given)	13.5	-1.4	-0.1	6.5
CC(C)COC(=O)CN1C(=O)C2C3c4ccccc4C(c4ccccc43)C2C1=O (stereo not given)	9.1	1.0	0.0	6.3
COc1cccc(C=NCCCN=Cc2cccc(OC)c2O)c1O	-7.9	-0.6	0.8	4.8
Cc1ccccc1-c1nnc(SC2CCOC2=O)o1 (stereo not given)	8.0	-4.9	0.0	-18.4

Next entries:
SMILES	TEAD-YAP inh	GPR151 ag	FBW7 act	MITF inh
CC1(C)c2ccccc2N2CCC(=O)NC21/C=C/c1cccs1 (stereo not given)	-14.6	-0.9	0.0	-4.1
Cc1ccc(CS(=O)Cc2ccc(C(=O)NCc3ccco3)o2)cc1 (stereo not given)	0.1	0.5	-0.3	-4.3
CCOC(=O)C1CCN(C2=NC(=O)/C(=C\c3ccc(C)cc3)S2)CC1	1.5	1.1	-0.1	-0.9
COc1ccc(S(=O)(=O)N(CC(=O)NC2CCCC2)Cc2ccccc2)cc1C	-3.4	-0.2	-0.2	-11.9
C=CCNC(=O)C(=O)NCc1ccccc1C	-1.3	-1.5	0.2	25.2
Cc1onc(-c2ccccc2Cl)c1C(=O)NCc1ccc2c(c1)OCO2	1.3	2.2	0.1	-14.0
Cc1cccc(NC(=O)C(C)N2c3cccc4cccc(c34)S2(=O)=O)c1C (stereo not given)	-0.6	-0.4	0.7	-7.5
COc1ccc(Cl)cc1C(=O)CSc1nnnn1C1CCCCC1	-3.0	-0.3	0.0	12.8
O=C(Nc1cccc(-c2nc3cc(Cl)ccc3o2)c1)c1ccc(-c2ccc(Cl)cc2)o1	-21.8	-1.8	-0.1	-2.8
CCOC(=O)/C(=N/Nc1ccccc1C)[N+](=O)[O-]	-10.2	0.7	-0.3	-12.1
Cc1cccc(-n2ncc3c(N4CC(C)OC(C)C4)ncnc32)c1 (stereo not given)	-26.2	0.0	0.1	-7.3
Nc1nnnn1CC(=O)N/N=C/c1ccc(-c2ccccc2C(=O)O)o1	-4.8	1.6	0.1	-0.7
Cc1cc2nnc(SCC(=O)NCc3ccccc3)n2c(N)n1	0.8	-1.2	-0.1	2.9
O=C(Nc1cccc(O)c1)c1cc2nc(-c3cccs3)cc(C(F)(F)F)n2n1	-1.2	-1.3	-0.1	-5.8
O=C(N/N=C/c1cccc2ccccc12)C(O)c1ccccc1 (stereo not given)	9.3	0.3	0.2	7.1
COc1cc(CN2CCN(C3CCN(C(C)C)CC3)C(CCO)C2)cc(OC)c1OC (stereo not given)	9.5	-0.8	0.1	11.3
Cc1ccccc1N1C(=O)C(Cc2ccccc2)S/C1=C(/C#N)C(N)=O (stereo not given)	9.3	0.9	0.1	7.5
Cc1nnc2sc3c(n2c1=O)C(=O)N(c1ccc(I)cc1)C3=O	3.1	1.5	-0.2	-2.9
Cc1cccc2cc(CN(Cc3cccnc3)C(=O)c3cccc(Cl)c3)c3nnnn3c12	2.3	-0.6	-0.2	5.2
COc1ccc(/C=C(\NC(=O)c2ccc(Cl)cc2)C(=O)NCCCN2CCOCC2)cc1OC	3.2	-0.6	0.5	12.4
Cc1ccc(-n2c(=O)c3c(C)c(C)sc3n(CC(=O)N3CCCC3)c2=O)cc1C	8.3	-0.1	0.0	-2.7
CC(C)CN=CC1=C(O)CC(c2ccccc2)CC1=O (stereo not given)	4.1	-0.2	0.1	-0.5
COc1ccc(CCNc2cc(N3CCOCC3)nc(N)n2)cc1	4.9	-1.2	-0.3	-3.5
CCN(CC)CCCNC(=O)c1c(O)c2c([nH]c1=O)CCCC2	2.3	-2.0	0.6	8.9

The closing 7 entries of the part above open the next one.
SMILES	TEAD-YAP inh	GPR151 ag	FBW7 act	MITF inh
Cc1nnc2sc3c(n2c1=O)C(=O)N(c1ccc(I)cc1)C3=O	3.1	1.5	-0.2	-2.9
Cc1cccc2cc(CN(Cc3cccnc3)C(=O)c3cccc(Cl)c3)c3nnnn3c12	2.3	-0.6	-0.2	5.2
COc1ccc(/C=C(\NC(=O)c2ccc(Cl)cc2)C(=O)NCCCN2CCOCC2)cc1OC	3.2	-0.6	0.5	12.4
Cc1ccc(-n2c(=O)c3c(C)c(C)sc3n(CC(=O)N3CCCC3)c2=O)cc1C	8.3	-0.1	0.0	-2.7
CC(C)CN=CC1=C(O)CC(c2ccccc2)CC1=O (stereo not given)	4.1	-0.2	0.1	-0.5
COc1ccc(CCNc2cc(N3CCOCC3)nc(N)n2)cc1	4.9	-1.2	-0.3	-3.5
CCN(CC)CCCNC(=O)c1c(O)c2c([nH]c1=O)CCCC2	2.3	-2.0	0.6	8.9
Cc1nn(-c2ccccn2)c2c1C(=O)/C(=C\Nc1ccccc1Cl)CC2	-5.6	3.3	-0.1	-2.1
Cc1ccc(-c2[nH]ncc2CN(C)Cc2c(C)n[nH]c2C)cc1C	6.8	-1.7	-0.2	0.6
COc1cc(/C=C2\Sc3ccccc3C2=O)cc(OC)c1O	-38.6	-0.4	-0.4	15.3
c1ccc(-c2cn3c4c(sc3n2)CCCC4)cc1	85.5*	-7.2	0.3	3.8
O=C(NCCN1CCOCC1)c1ccc2nc(-c3cccs3)sc2c1	-16.9	0.8	0.1	31.1
COc1ccc(/C=N/NC(=O)CCc2c[nH]c3ccccc23)cc1O	-1.0	-0.5	-0.1	3.1
Cc1nc(Cl)cc(N(OC(=O)c2ccccc2)C(=O)c2ccccc2)n1	6.0	2.3	0.1	8.6
CCOc1ccccc1NC(=O)NNC(=O)c1sc2ccccc2c1Cl	4.6	-1.5	0.5	14.4
CCCCSc1nnc(NC(=O)c2c(-c3ccccc3Cl)noc2C)s1	8.6	0.6	0.0	5.7
c1cc(-c2noc(C3CCNC3)n2)ccn1 (stereo not given)	-9.6	2.2	0.1	4.9
CNc1c(NS(=O)(=O)c2ccc(Br)cc2)c(=O)oc2ccccc12	5.0	-0.7	-0.1	-2.5
CCC1CCC(NCc2ccc(OC)cc2)CC1 (stereo not given)	1.0	0.1	0.1	-23.8
CN(CCNC(=O)c1nc(-c2cccnc2)no1)C1CCCCC1	-4.1	-2.0	-0.1	0.3
O=C(Nc1c2c(nn1-c1cccc(Cl)c1)CS(=O)(=O)C2)c1ccc(S(=O)(=O)N2CCOCC2)cc1	1.5	-1.2	0.0	-3.0
CC(C)CCNC(=O)c1nnc2n(c1=O)CCN2c1ccc(F)cc1	-0.2	1.5	0.0	-5.4
Clc1cccc(CN2CCN(C3CCCCCC3)CC2)c1	1.0	-0.5	-0.1	68.6*
